# Compound activity: PubChem BioAssay, several laboratories
# NTR1 agonist = NTR1-driven beta-arrestin-GFP spot formation – imaging, U2OS cells, high content, primary screen (AID 493036); P30989; agonist mode; activation, % at 20 µM; 330,000 compounds, 0.17% hits;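 active means activation at or above 40% of the spot to cytoplasm intensity ratio, with at least 20 cells analyzed; inconclusive means wells under 20 cells, flagged as cytotoxic or low count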;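 further: 0% = DMSO without peptide and 100% = 100 nM NTR1 peptide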
# Target sequence (P30989 whole entry, looked up): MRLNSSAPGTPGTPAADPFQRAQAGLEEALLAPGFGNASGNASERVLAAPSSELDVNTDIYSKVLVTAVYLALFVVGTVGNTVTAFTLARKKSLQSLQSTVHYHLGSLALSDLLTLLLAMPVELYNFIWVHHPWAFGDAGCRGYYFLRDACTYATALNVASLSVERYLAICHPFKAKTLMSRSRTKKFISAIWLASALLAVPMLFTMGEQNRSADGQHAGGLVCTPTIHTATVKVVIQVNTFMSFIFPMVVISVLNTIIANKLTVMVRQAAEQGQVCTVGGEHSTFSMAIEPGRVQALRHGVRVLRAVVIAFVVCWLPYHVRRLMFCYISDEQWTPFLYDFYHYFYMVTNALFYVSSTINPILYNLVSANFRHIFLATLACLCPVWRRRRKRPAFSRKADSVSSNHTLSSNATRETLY
# Myeloid diff 2 = compounds promoting myeloid differentiation; ER-HoxA9 myeloid progenitors, lysozyme-GFP differentiation, flow cytometry; calls only at 10 µM; 360,000 compounds, 1% hits; AID 624256;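 active means normalized GFP-positive differentiation at or above the plate's own cutoff, the solvent-only control mean plus 3 SD; inconclusive means no clear call, values can overlap the other calls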;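 further: cells exposed to compound for four days before flow analysis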
# RSV CPE inhibition = RSV antiviral activity via CPE protection, HEp-2 cells, primary 10 µM value included (AID 2391). CPE inhibition, % at 10 µM, or IC50 in µM where a hit was titrated. 310,000 compounds, 0.13% hits. HEp-2 cells, RSV-induced CPE inhibition; higher % means a stronger effect; in the data active means a potency from the dose series; inconclusive means CPE inhibition mostly from about 23% at the one dose, without a potency; inactive means the rest, 99 in 100 with CPE inhibition below about 21%; further: strong numbers were not always called active
# T cell HTS = T cell immune modulators affecting CD8 T cell-vesicle binding. 2C CD8+ T cell-vesicle binding, flow cytometry; stronger effect = lower value. calls only at 7 µM. 330,000 compounds, 0.068% hits;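 active means response, share of CD8 T cells binding vesicles, and their 90th percentile fluorescence all below set limits, cut at about 80% in these data, passing the limit was not always enough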
#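 System: murine 2C transgenic CD8+ T lymphocytes; also added: QL9-loaded Drosophila micro-vesicles; times: binding 1.5 h at 37 °C; measured by: flow cytometry, PE anti-B7-1 (FL2) versus Alexa647 anti-CD8 (FL8), PFA-fixed; control set: Peptide-free naked vesicles (low) and QL9 vesicles with 0.7% DMSO vehicle (high)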
# TNAP activation fold = stimulation of alkaline phosphatase TNAP activity – biochemical, luminescent, no phosphate acceptor, uHTS, primary screen (AID 1001); purified TNAP, luminescent activation assay, no phosphate acceptor; higher activation fold means a stronger effect; activation fold at 20 µM; hits with a dose series show EC50 in µM; 200,000 compounds, 0.03% hits; in the data active means activation fold from about 3, or a potency from the dose series; inactive means the rest, 99 in 100 with activation fold below about 1.6; further: many of its hits are not listed in these tables
# Salmonella PhoP GFP = PhoP-dependent GFP reporter repression – Salmonella Typhimurium, primary screen (AID 1863); S. Typhimurium PhoP-regulated promoter GFP reporter, 4 h; higher % means a stronger effect; inhibition, % at 50 µM, or IC50 in µM where a hit was titrated; 300,000 compounds, 0.16% hits;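 active means inhibition over 29.93%, a cutoff 3 SD above the screen mean, later confirmed by dose response; inconclusive means inhibition over 29.93% but no dose response follow-up; inactive means inhibition at most 29.93% or unconfirmed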;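 further: 0% = low Mg2+ inducing control and 100% = high Mg2+ repressing control; strong numbers were not always called active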
# Large T inhibition = TAg ATPase/helicase activity blockers – biochemical (AID 1903). inhibition, % at 20 µM; hits with a dose series show IC50 in µM. SV40 large T antigen ATPase/helicase inhibition assay; higher % means a stronger effect. 310,000 compounds, 0.39% hits; in the data active means a potency from the dose series; inconclusive means inhibition mostly from about 32% at the one dose, without a potency; inactive means the rest, 99 in 100 with inhibition below about 32%; further: strong numbers were not always called active
# K1F lysis inhibition = protection from phage-mediated lysis, alamar blue read-out – E. coli UTI89, K1F phage, bacterial capsule biogenesis inhibitors (AID 488966). E. coli UTI89 K1F phage lysis, alamar blue, 2 h; higher % means a stronger effect. inhibition, % at 100 µM, or IC50 in µM where a hit was titrated. 340,000 compounds, 0.02% hits;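 active means phage lysis inhibition, versus mean bacterial control, above a set limit; inconclusive means no clear call, values can overlap the other calls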;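 further: capsule biogenesis inhibitors block K1F phage lysis so surviving cells raise fluorescence; higher fluorescence means more inhibition of phage lysis; actives were called in the ten point dose series up to 300 µM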
# MgcRacGAP inhibition = MgcRacGAP GTPase-activating activity inhibitors, confirmation, biochemical, ADP Hunter fluorescence; MgcRacGAP-stimulated Rac1 GTP hydrolysis, ADP Hunter fluorescence; higher % means a stronger effect; GST-tagged Rac1 F28L mutant substrate; inhibition, % at 30 µM; hits with a dose series show IC50 in µM; 340,000 compounds, 0.6% hits; AID 624330;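 active means first-screen hits whose inhibition reached a set limit at any dose in the follow-up dose series; inconclusive means inhibition above the set first-screen limit but never retested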;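 further: fluorescence reports GDP produced by GAP-driven GTP hydrolysis; strong numbers were not always called active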
# T cell HTS vesicle-bound % = second read-out of T cell HTS, no call of its own (marks repeat the call); double positive events, %; measured here: CD8+ vesicle-bound cell fraction;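 binding gate set so that unloaded-vesicle control wells show 10% double positive cells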
# NTR1 agonist cell count 20 µM = also measured in NTR1 agonist; calls as there; cell count; measured here: cell count, cytotoxicity flag
# Myeloid diff 2 GFP+ MAC1+ % = recorded beside Myeloid diff 2, whose call it bears; GFP+ MAC1+ double positive, %; measured here: differentiation confirmed by MAC1 staining
# * = called active by the depositor; i = inactive; ? = inconclusive; nt = not tested or not shown; + = active, no number; [ ] = remark or other dose.
SMILES,NTR1 agonist,NTR1 agonist cell count 20 µM,Myeloid diff 2,Myeloid diff 2 GFP+ MAC1+ %,RSV CPE inhibition,T cell HTS,T cell HTS vesicle-bound %,TNAP activation fold,Salmonella PhoP GFP,Large T inhibition,K1F lysis inhibition,MgcRacGAP inhibition
CCc1nnc(NC(=O)CSc2nnnn2-c2cccc(C(=O)OC)c2)s1,-0.7,33,i,0.8,1.9%,i,41.3,1.1,-9.2%,16.7%,4.9%,-0.7%
C=CCn1c(SCC(=O)NC2CCCC2)nc2c([nH]c3ccccc32)c1=O,-0.6,65,i,0.8,1.7%,i,10.1,nt,-3.3%,4.6%,0.2%,4.7%
CC1CCCCC12NC(=O)N(CC(=O)N1CCN(S(=O)(=O)c3ccc4c(c3)CCC4)CC1)C2=O (centres undefined),0.7,62,i,0.7,nt,nt,nt,nt,nt,nt,0.5%[50 µM],4.5%
CCOc1ccc(NC(=O)CN(C)c2nnnn2-c2ccccc2)cc1OCC,-1.1,80,i,0.6,1.9%,i,33.6,0.9,6.0%,1.0%,0.3%,7.0%
Cc1cc(=O)[nH]c(Sc2c(-c3ccccc3)c3ccccc3[nH]c2=O)n1,1.5,78,i,0.4,0.8%,i,54.0,1.1,4.5%,4.0%,0.2%,10.3%
CCN(Cc1ccccc1)C(=O)COC(=O)CNC(=O)c1ccc(C)s1,-0.6,37,i,0.8,1.0%,i,16.8,1.1,-8.8%,0.5%,-0.1%,0.1%
O=C(NCc1cccnc1)C(=O)N/N=C/c1ccc([N+](=O)[O-])cc1,0.6,49,i,1.2,-0.4%,i,23.1,1.2,4.0%,14.6%,-0.3%,6.2%
COc1ccc(NC(=S)N2CCc3ccccc3C2)cc1,-0.3,62,i,0.7,0.4%,i,32.9,1.2,14.6%,11.2%,2.5%,7.8%
COc1ccccc1/C=N/n1nnnc1N,-0.5,80,i,0.4,3.6%,i,22.0,nt,-7.3%,24.4%,2.3%[50 µM],-5.7%
CC(CCc1ccccc1)NC(=O)CC(C)c1ccccc1 (centres undefined),0.2,60,i,0.8,-0.5%,i,36.0,nt,8.3%,6.2%,-0.7%,-0.9%
CC(C)c1cc(C(N)=O)c(NC(=O)c2cccc(COc3ccc(Cl)cc3)c2)s1,12.6,65,i,0.9,16.9%,i,38.4,1.1,-4.9%,0.6%,1.4%,4.1%
O=C(Nc1cccc(Cl)c1)N1CCc2ccccc2C1,-0.2,61,i,0.4,8.9%,i,65.4,nt,4.8%,3.3%,0.1%,11.9%
Cc1cc(/C=C2/C(=N)N3C(=NC2=O)SN=C3S(C)(=O)=O)c(C)n1-c1ccc(F)cc1,0.3,94,i,0.3,7.0%,i,22.7,1,-5.0%,19.3%,5.1%,9.8%
O=C(CCc1nc(-c2ccc(Cl)cc2)no1)NC1CCCC1,3.5,54,i,1.7,13.5%,i,13.6,nt,-5.4%,13.0%,2.9%,11.4%
CCN(CC)S(=O)(=O)c1ccc(N2CCOCC2)c(NC(=O)COc2ccc(Cl)cc2)c1,2.6,69,i,0.7,4.7%,i,19.0,nt,nt,8.9%,0.2%,11.0%
CS(=O)(=O)c1ccc(C2=C(c3ccccc3)C(=O)OC2)cc1,0.1,38,i,1.3,1.3%,i,20.4,nt,0.1%,?,4.2%,3.1%
COC(=O)c1ccc(CSC2=NCCS2)cc1,0.4,50,i,0.6,3.2%,i,50.0,1,-6.3%,9.0%,5.3%,12.9%
COC(=O)C(NC(=O)COc1ccccc1)(Nc1nc2c(s1)CCCC2)C(F)(F)F (centres undefined),1.2,91,i,0.6,0.3%,i,29.2,1,-1.1%,2.2%,0.5%,8.2%
Cc1nn(-c2ccc(C(=O)O)cc2)c(N)c1-c1ccccc1,-0.6,70,i,1.1,2.9%,i,4.9,1.1,-12.3%,1.9%,1.7%,8.5%
Cc1ccc(S(=O)(=O)Nc2cc(C(C)C)c(O)cc2C)cc1,-0.3,73,+,2.7*,0.5%,i,29.5,1.1,9.0%,4.2%,-0.9%,-2.6%
Cc1c(NC(=O)CN2C(=O)c3ccccc3C2=O)c(=O)n(-c2ccccc2)n1C,1.4,44,i,0.8,24.4%,i,23.2,1.1,3.7%,20.8%,-0.1%,9.5%
Cc1c(N=Cc2ccc(O)c(Br)c2)cccc1[N+](=O)[O-],-2.0,90,i,0.7,2.9%,i,33.1,1,-6.8%,6.1%,1.1%[50 µM],-0.2%
COc1ccc(NC(=S)c2ccc(N(C)C)cc2)cc1,2.2,44,i,0.7,1.9%,i,38.5,1.2,6.5%,4.4%,5.1%,6.9%
O=C1S/C(=C\c2ccc(O)c([N+](=O)[O-])c2)C(=O)N1Cc1cccc([N+](=O)[O-])c1,2.8,48,i,0.0,13.3%,i,39.8,0.9,1.2%,7.4%,nt,nt
COc1ccc2nc(SCC(=O)Nc3ccccc3)[nH]c2c1,-0.2,70,i,0.3,0.5%,i,51.8,1.2,-11.1%,3.2%,0.0%,11.9%
Cc1ccccc1-n1c(SCC(=O)Nc2ccccc2)nc2nc3c(cc2c1=O)CCCC3,2.0,56,i,1.2,?,i,54.8,1.1,5.0%,7.5%,1.0%[50 µM],5.0%
COc1ccc(OC)c(-n2c(=S)[nH]c3c(sc(=S)n3-c3ccccc3C)c2=O)c1,-1.8,40,i,1.2,-0.9%,i,67.5,1.1,3.1%,7.3%,-4.5%,7.6%
COc1cc(OC)c(/C=N/n2c(C3CCCCC3)n[nH]c2=S)c(OC)c1,2.8,85,i,0.6,6.2%,i,44.8,nt,2.8%,13.3%,0.0%,nt
CCNC(=S)N/N=C/c1ccco1,-4.8,86,i,1.4,0.0%,i,18.4,1.1,-3.7%,20.7%,1.0%,11.0%
Cc1cccc(-n2ncc3c2CCCC3NC(=O)C2CCOCC2)c1C (centres undefined),1.3,71,i,1.2,1.7%,i,12.4,nt,-1.5%,27.7%,0.1%,5.5%
Cc1ccc(-c2cn3cccnc3n2)cc1,2.0,55,i,0.3,-0.5%,i,24.2,1.1,-4.3%,2.4%,0.3%,7.0%
CCOc1cccc(-c2nc(C(N)=O)c3[nH]c(=O)n(-c4cccc(Cl)c4)c3n2)c1O,9.9,55,i,3.1,21.4%,i,35.6,1.2,-1.9%,7.1%,-0.1%,13.3%
O=C(c1cccs1)N(c1ccc(F)cc1)C1C=CS(=O)(=O)C1 (centres undefined),-0.7,96,i,1.0,0.6%,i,51.0,1,-3.8%,-4.6%,0.2%,10.4%
Cc1cc(-c2nnc(CCC(=O)NCc3ccc(OC(F)(F)F)cc3)o2)no1,0.7,58,?,nt,-1.1%,i,17.7,nt,1.2%,nt,-3.4%,-6.6%
CC(C)(C)OC(=O)CNC(=O)c1nc[nH]c1C(=O)NCc1ccc(CNC(=O)OC(C)(C)C)cc1,16.3,45,i,1.3,8.5%,i,14.8,nt,10.2%,2.1%,0.4%,2.1%
Cc1ccc(CONC(=O)c2ccc([N+](=O)[O-])cc2)cc1,-0.7,73,i,0.1,0.8%,i,14.9,nt,nt,nt,0.5%[50 µM],4.0%
C/C(=N\NC(=O)CNC(=O)c1cccc(F)c1)c1ccc2ccccc2c1,-0.8,41,i,4.1,2.7%,i,21.1,nt,-2.2%,8.3%,0.1%,5.6%
O=C(COc1ccc([N+](=O)[O-])cc1)NNC(=O)c1cccs1,-0.6,40,i,0.7,-0.3%,i,23.8,1.1,-0.5%,8.2%,-0.4%,4.4%
COC(=O)c1cc(C(=O)OC)cc(-n2c(C)cc(C(=O)COC(=O)CNS(=O)(=O)c3ccc(C)cc3)c2C)c1,3.3,75,i,0.3,2.4%,i,47.0,0.9,-2.3%,7.6%,3.1%,3.9%
O=c1c2ccccc2nc(-c2ccc(Br)cc2)n1Cc1ccccc1,3.5,62,i,6.5,8.5%,i,6.1,1.1,0.5%,7.6%,0.3%,8.3%
CCN(CC)CCCC(C)NC(=O)c1cccc(S(=O)(=O)N2CCc3ccccc32)c1 (centres undefined),-1.2,54,i,1.7,-1.3%,i,5.7,1.1,-0.3%,11.9%,1.5%,11.5%
CCCCCCn1cnc2c(c1=O)c1nc3ccccc3nc1n2Cc1cccs1,-0.7,48,i,0.7,0.8%,i,35.8,1.1,-3.6%,2.6%,0.9%,3.5%
Cc1ccc(NC(=O)C=NOCC(=O)Nc2cc(C)cc(C)c2)cc1,2.6,60,i,0.3,nt,i,33.7,nt,nt,nt,0.8%[50 µM],6.1%

# 5 structures from above, sorted by heavy-atom count, lowest first:
SMILES,NTR1 agonist,NTR1 agonist cell count 20 µM,Myeloid diff 2,Myeloid diff 2 GFP+ MAC1+ %,RSV CPE inhibition,T cell HTS,T cell HTS vesicle-bound %,TNAP activation fold,Salmonella PhoP GFP,Large T inhibition,K1F lysis inhibition,MgcRacGAP inhibition
Cc1ccc(-c2cn3cccnc3n2)cc1,2.0,55,i,0.3,-0.5%,i,24.2,1.1,-4.3%,2.4%,0.3%,7.0%
Cc1ccc(CONC(=O)c2ccc([N+](=O)[O-])cc2)cc1,-0.7,73,i,0.1,0.8%,i,14.9,nt,nt,nt,0.5%[50 µM],4.0%
O=C(COc1ccc([N+](=O)[O-])cc1)NNC(=O)c1cccs1,-0.6,40,i,0.7,-0.3%,i,23.8,1.1,-0.5%,8.2%,-0.4%,4.4%
CCOc1cccc(-c2nc(C(N)=O)c3[nH]c(=O)n(-c4cccc(Cl)c4)c3n2)c1O,9.9,55,i,3.1,21.4%,i,35.6,1.2,-1.9%,7.1%,-0.1%,13.3%
COC(=O)c1cc(C(=O)OC)cc(-n2c(C)cc(C(=O)COC(=O)CNS(=O)(=O)c3ccc(C)cc3)c2C)c1,3.3,75,i,0.3,2.4%,i,47.0,0.9,-2.3%,7.6%,3.1%,3.9%
